3CLpro inhibitor: SARS-CoV 3CLpro protease inhibition; P0C6X7; recombinant SARS-CoV 3CLpro, quenched FRET peptide cleavage; inhibition, % at 6 µM; actives 0.14% (n = 290,000); in the data active = inhibition above about 12%
MazEF act: MazEF (E. coli) toxin RNase activation; P0AE70; AID 504720; actives 0.32% (n = 350,000); FAM/BHQ RNA-DNA oligo cleavage fluorescence, 5 h; activation, % at 20 µM; in the data active = activation above about 50%
Target sequence (P0AE70 whole entry, looked up): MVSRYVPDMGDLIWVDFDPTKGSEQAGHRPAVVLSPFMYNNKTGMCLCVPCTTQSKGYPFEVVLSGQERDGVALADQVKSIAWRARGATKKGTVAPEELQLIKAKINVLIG
VHR inh abs: blocks human VHR1 dual specificity phosphatase. recombinant VHR phosphatase, pNPP absorbance. actives 0.52% (n = 290,000). P51452. inhibition, % at 13.3 µM; in the data active = inhibition above about 50%; also: some compounds called inactive have numbers as strong as hits
Target sequence (P51452 whole entry, looked up): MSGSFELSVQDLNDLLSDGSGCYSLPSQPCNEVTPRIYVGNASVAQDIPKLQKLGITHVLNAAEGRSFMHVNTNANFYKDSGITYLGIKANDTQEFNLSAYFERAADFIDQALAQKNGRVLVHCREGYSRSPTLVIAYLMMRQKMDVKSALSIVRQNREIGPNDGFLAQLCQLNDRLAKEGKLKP
BH1578 lux ind: inducers of Vibrio cholerae quorum light production without autoinducers; V. cholerae BH1578 lux reporter, luminescence, 6 h; activation, % at 18.7 µM; actives 0.16% (n = 350,000); in the data active = activation mostly above about 9.7%, no sharp cut-off; also: not every result past the cut was called active; inactives centre near 0; reference of the scale not given here
PrPC surface inh: inhibitors of human cell surface prion protein PrPC; TR-FRET read-out; AID 720596; actives 0.43% (n = 370,000); inhibition, % at 13.8 µM; in the data active = inhibition above about 24%; also: 0% = median of the test wells and 100% = reference compound wells
Yp Topo-I inh: blocks Yersinia pestis topoisomerase I activity; actives 0.064% (n = 360,000); Y. pestis Topo-I cleavage product accumulation, plate reader; activity, % at 10 µM; in the data active = activity above about 50%, passing the limit was not always enough; also: inactives centre near 2
TcdB GH inh: blocks C. difficile toxin B glycohydrolase activity; TcdB glycohydrolase enzymatic assay, plate reader; actives 0.24% (n = 350,000); P18177; inhibition, % at 9.99 µM; AID 652162; in the data active = inhibition above about 10%
SSB-PriA inh: blocks PriA binding to SSB C-terminal tail; AlphaScreen SSBct-PriA binding, biotinylated peptide; AID 1272365; inhibition, % at 33 µM; actives 0.6% (n = 430,000); in the data active = inhibition mostly above about 37%, no sharp cut-off; inactive = mostly below about 20%;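 also: plate controls were negative control peptide for no effect and reference peptide for full effect; strong numbers were not always called active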
CCHFV vOTU inh: CCHFV vOTU protease inhibition. Pep-AMC fluorescence. inhibition, % at 11.5 µM. actives 0.55% (n = 370,000); in the data active = inhibition above about 30%; also: 0% = vehicle wells with enzyme and 100% = no enzyme wells
Rv3671c protease: inhibits the M. tuberculosis serine protease Rv3671c; P9WHR9; inhibition, % at 5.96 µM; actives 0.048% (n = 320,000); AID 2606; in the data active = inhibition above about 38%;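 also: extracellular domain of Rv3671c used as enzyme; 0% = enzyme with DMSO and 100% = no enzyme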
Target sequence (P9WHR9 whole entry, looked up, the tested form may be a part): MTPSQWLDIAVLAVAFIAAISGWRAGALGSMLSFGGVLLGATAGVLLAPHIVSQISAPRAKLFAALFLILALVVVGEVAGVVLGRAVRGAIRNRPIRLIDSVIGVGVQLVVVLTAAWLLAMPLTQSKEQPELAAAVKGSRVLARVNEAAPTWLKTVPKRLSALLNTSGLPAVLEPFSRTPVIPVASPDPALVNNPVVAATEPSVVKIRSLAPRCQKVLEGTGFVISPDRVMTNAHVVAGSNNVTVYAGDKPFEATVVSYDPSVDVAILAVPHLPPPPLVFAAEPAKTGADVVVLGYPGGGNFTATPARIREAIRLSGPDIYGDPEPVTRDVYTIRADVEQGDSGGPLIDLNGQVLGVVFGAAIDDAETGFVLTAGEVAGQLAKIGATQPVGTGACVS
The depositor's hits bear a star. These rows are one share of the data; rates above refer to the full screens.

Screening O=C(C1CCCCC1)N1C[C@@H](n2cc(-c3ccc(F)cc3)nn2)[C@H](O)C[C@@H]1c1ccccc1 returned MazEF act 10.4, BH1578 lux ind -0.8, PrPC surface inh -2.5, Yp Topo-I inh 15.5, TcdB GH inh 0.4 and CCHFV vOTU inh 11.4.
For Cc1ccc(NCc2nnc(SCC(=O)N3CCc4ccccc43)n2C)cc1 the results were 3CLpro inhibitor -0.3, MazEF act 7.4, VHR inh abs 1.5, BH1578 lux ind -0.5, PrPC surface inh 7.0, Yp Topo-I inh 18.5, SSB-PriA inh -2.0, CCHFV vOTU inh 6.3 and Rv3671c protease 0.2.
`O=C(Nc1ccc(Br)cc1)c1cccc(S(=O)(=O)Nc2cnc3ccccc3c2)c1` gave 3CLpro inhibitor 2.9, MazEF act -3.6, VHR inh abs 4.3, BH1578 lux ind -3.3, PrPC surface inh 4.1, Yp Topo-I inh -4.2, SSB-PriA inh 5.4, CCHFV vOTU inh 4.9 and Rv3671c protease -97.3.
For COc1ccc(CNCc2cccn2C)cc1 the results were 3CLpro inhibitor 3.1, MazEF act 14.7, VHR inh abs -11.6, BH1578 lux ind 0.3, PrPC surface inh -2.4, Yp Topo-I inh -15.7, TcdB GH inh 1.0, SSB-PriA inh 21.4, CCHFV vOTU inh 4.4 and Rv3671c protease -6.0.
`Cc1cc(C)cc(NC(=O)CCN2CCOCC2)c1` gave 3CLpro inhibitor -2.4, MazEF act 9.1, VHR inh abs 4.1, BH1578 lux ind -0.5, PrPC surface inh 4.0, Yp Topo-I inh 2.5, TcdB GH inh -0.5, SSB-PriA inh -8.2, CCHFV vOTU inh -7.6 and Rv3671c protease -4.8.
`COc1ccc(CCNC(=O)CCCC(=O)n2nc(C)c3ccccc32)cc1OC` gave 3CLpro inhibitor 1.0, MazEF act -0.2, VHR inh abs 39.0, BH1578 lux ind -0.3, PrPC surface inh 3.5, Yp Topo-I inh 21.1, TcdB GH inh 0.2, SSB-PriA inh -7.9, CCHFV vOTU inh 11.8 and Rv3671c protease 4.4.
`Cc1ccc(/C=C2\C(=O)Nc3ccccc32)o1` gave 3CLpro inhibitor -0.5, MazEF act 4.0, VHR inh abs 2.6, BH1578 lux ind -0.5, PrPC surface inh -5.3, Yp Topo-I inh 1.8, TcdB GH inh 1.1, SSB-PriA inh 6.0, CCHFV vOTU inh 10.8 and Rv3671c protease -3.4.
COc1cccc(CN2CCNC(=O)C2CC(=O)N(C)Cc2nc(C)cs2)c1OC (stereo unspecified) was read as 3CLpro inhibitor -0.1, MazEF act -4.8, VHR inh abs -5.6, BH1578 lux ind 1.5, PrPC surface inh -5.9, Yp Topo-I inh 7.3, TcdB GH inh 1.0, SSB-PriA inh -20.0 and CCHFV vOTU inh 3.9.
Screening O=C(NC(Cc1ccccc1)C(=O)N1CCN(S(=O)(=O)c2ccccc2)CC1)c1ccccc1 (stereo unspecified) returned 3CLpro inhibitor 4.3, MazEF act 1.3, VHR inh abs 1.2, BH1578 lux ind -0.6, PrPC surface inh 3.3, Yp Topo-I inh -5.7, TcdB GH inh 2.4, SSB-PriA inh -15.4, CCHFV vOTU inh -7.7 and Rv3671c protease -7.9.
CCn1nc(NS(=O)(=O)c2ccc([N+](=O)[O-])cc2)c2cc3ccc(C)cc3nc21 was read as 3CLpro inhibitor 9.8, MazEF act 7.4, VHR inh abs 16.0, BH1578 lux ind 0.5, PrPC surface inh -9.2, Yp Topo-I inh -6.5, TcdB GH inh 1.1, SSB-PriA inh 8.3, CCHFV vOTU inh 23.4 and Rv3671c protease -8.6.
For CCn1cc(CN2CCc3c([nH]c4ccccc34)C2c2cccc(OC)c2OC)c(C)n1 (stereo unspecified) the results were 3CLpro inhibitor 1.2, MazEF act 1.0, VHR inh abs 12.2, BH1578 lux ind 2.1, PrPC surface inh -5.1, Yp Topo-I inh 24.0, TcdB GH inh 0.4, SSB-PriA inh -5.9, CCHFV vOTU inh 1.9 and Rv3671c protease -6.9.
For Cc1ccc(NC(=O)Cn2ncc3c([nH]c4ccccc43)c2=O)cc1Cl the results were 3CLpro inhibitor 0.0, MazEF act -2.1, VHR inh abs 57.7*, BH1578 lux ind -0.1, PrPC surface inh 4.9, Yp Topo-I inh -10.5, TcdB GH inh 0.6, SSB-PriA inh -4.6, CCHFV vOTU inh 17.3 and Rv3671c protease -16.0.

Of the compounds above, three have a halogen.
Screening O=C(C1CCCCC1)N1C[C@@H](n2cc(-c3ccc(F)cc3)nn2)[C@H](O)C[C@@H]1c1ccccc1 returned MazEF act 10.4, BH1578 lux ind -0.8, PrPC surface inh -2.5, Yp Topo-I inh 15.5, TcdB GH inh 0.4 and CCHFV vOTU inh 11.4.
`O=C(Nc1ccc(Br)cc1)c1cccc(S(=O)(=O)Nc2cnc3ccccc3c2)c1` gave 3CLpro inhibitor 2.9, MazEF act -3.6, VHR inh abs 4.3, BH1578 lux ind -3.3, PrPC surface inh 4.1, Yp Topo-I inh -4.2, SSB-PriA inh 5.4, CCHFV vOTU inh 4.9 and Rv3671c protease -97.3.
For Cc1ccc(NC(=O)Cn2ncc3c([nH]c4ccccc43)c2=O)cc1Cl the results were 3CLpro inhibitor 0.0, MazEF act -2.1, VHR inh abs 57.7*, BH1578 lux ind -0.1, PrPC surface inh 4.9, Yp Topo-I inh -10.5, TcdB GH inh 0.6, SSB-PriA inh -4.6, CCHFV vOTU inh 17.3 and Rv3671c protease -16.0.

(next part)
Screening Nc1nnc(SCc2nc3scc(-c4ccccc4)c3c(=O)[nH]2)s1 returned 3CLpro inhibitor 0.1, MazEF act -10.3, VHR inh abs 26.3, BH1578 lux ind inactive, PrPC surface inh 26.1*, Yp Topo-I inh -2.3, TcdB GH inh 0.2, SSB-PriA inh -12.6, CCHFV vOTU inh 13.4 and Rv3671c protease 1.3.
Screening COc1ccc(-c2nn(-c3ccccc3C)cc2CNCCc2cnc[nH]2)cc1F returned 3CLpro inhibitor 1.3, MazEF act -0.1, VHR inh abs 28.2, BH1578 lux ind 0.8, PrPC surface inh -7.3, Yp Topo-I inh -1.4, TcdB GH inh -0.6, SSB-PriA inh 21.6, CCHFV vOTU inh -5.0 and Rv3671c protease 4.7.
CC(C)c1cc(C(=O)N2CCN(C(c3ccccc3)c3ccccc3)CC2)no1 was read as 3CLpro inhibitor -6.2, MazEF act -4.3, VHR inh abs 2.9, BH1578 lux ind -0.3, PrPC surface inh 2.3, Yp Topo-I inh 15.9, SSB-PriA inh -15.3, CCHFV vOTU inh 2.6 and Rv3671c protease 0.1.
For CC(Sc1ccc2nnc(-c3ccc(F)cc3)n2n1)C(=O)O (stereo unspecified) the results were 3CLpro inhibitor -2.6, MazEF act -7.5, VHR inh abs 21.1, BH1578 lux ind -0.4, PrPC surface inh 5.8, Yp Topo-I inh 4.6, TcdB GH inh 6.3, SSB-PriA inh 3.1, CCHFV vOTU inh -10.0 and Rv3671c protease -5.6.
`O=c1c2ccccc2nc2n1C(CSCc1ccc(Cl)cc1Cl)CS2` (stereo unspecified) gave 3CLpro inhibitor -0.5, MazEF act 11.4, VHR inh abs 18.8, BH1578 lux ind inactive, PrPC surface inh 5.4, Yp Topo-I inh 34.6, SSB-PriA inh -8.2, CCHFV vOTU inh 6.5 and Rv3671c protease 5.5.
Screening COc1ccc(OC)c(/C=N/OC(=O)Nc2ccc(Cl)cc2)c1 returned 3CLpro inhibitor -6.2, MazEF act 8.3, VHR inh abs -1.4, BH1578 lux ind -0.3, PrPC surface inh -7.1, Yp Topo-I inh -17.3, TcdB GH inh 1.4, CCHFV vOTU inh 0.0 and Rv3671c protease 0.1.
Cc1ccc(S(=O)(=O)N(C)Cc2ccc(C(=O)N/N=C/c3ccc(OC(F)F)cc3OC(F)F)cc2)cc1 was read as 3CLpro inhibitor 3.8, MazEF act 4.6, VHR inh abs 1.3, BH1578 lux ind 0.3, PrPC surface inh -5.3, Yp Topo-I inh -5.3, TcdB GH inh -0.8, CCHFV vOTU inh 25.0 and Rv3671c protease -87.5.
For Cc1csc(SCC(=O)NCc2ccccc2)n1 the results were 3CLpro inhibitor 4.6, MazEF act -5.1, VHR inh abs -11.4, BH1578 lux ind inactive, PrPC surface inh -1.2, Yp Topo-I inh -0.4, TcdB GH inh 0.5, SSB-PriA inh -0.4, CCHFV vOTU inh -5.6 and Rv3671c protease -0.2.
For CC(C)c1ccc(-c2nn(-c3ccccc3)cc2C2C(C#N)=C(N)OC3=C2C(=O)CC(C)(C)C3)cc1 (stereo unspecified) the results were 3CLpro inhibitor -2.0, MazEF act 3.3, VHR inh abs 16.4, BH1578 lux ind -1.4, PrPC surface inh 2.7, Yp Topo-I inh 13.3, SSB-PriA inh 8.3, CCHFV vOTU inh 29.2 and Rv3671c protease -10.8.
For CCC(C)(C)NC(=O)C(c1ccccn1)N(C(=O)c1csnn1)C1CCCCC1 (stereo unspecified) the results were 3CLpro inhibitor 0.1, MazEF act -10.0, VHR inh abs -1.3, BH1578 lux ind -0.1, PrPC surface inh -4.2, Yp Topo-I inh 2.8, TcdB GH inh 1.2, SSB-PriA inh -10.0, CCHFV vOTU inh -4.4 and Rv3671c protease -3.9.
CCCC(=O)NC(C)c1nc2ccccc2n1CC (stereo unspecified) was read as 3CLpro inhibitor -6.0, MazEF act 1.0, VHR inh abs 1.2, BH1578 lux ind -0.3, PrPC surface inh -1.3, Yp Topo-I inh 3.7, TcdB GH inh 0.1, SSB-PriA inh -2.8, CCHFV vOTU inh -6.4 and Rv3671c protease 1.0.
Cc1ccc([C@@H]2C[C@H]3[C@@H](CN2S(=O)(=O)c2ccc(Cl)cc2)C(=O)C[C@@H](c2ccc(C)cc2)N3S(=O)(=O)c2ccc(Cl)cc2)cc1 was read as MazEF act -6.4, BH1578 lux ind -1.6, PrPC surface inh -4.1, Yp Topo-I inh -2.1, TcdB GH inh 0.5 and CCHFV vOTU inh 17.5.
NC(=O)CC(NC(=O)Cc1cccc2ccccc12)c1ccc(NCCc2ccccc2F)c([N+](=O)[O-])c1 (stereo unspecified) was read as MazEF act 14.5, VHR inh abs 35.0, BH1578 lux ind -0.7, PrPC surface inh -2.5, Yp Topo-I inh -4.3, TcdB GH inh 0.3, SSB-PriA inh 7.5, CCHFV vOTU inh 0.2 and Rv3671c protease -1.0.
COc1ccc(C(c2nnnn2Cc2ccc(F)cc2)N2CCN(c3ccccc3)CC2)cc1 (stereo unspecified) was read as 3CLpro inhibitor -0.5, MazEF act 1.7, VHR inh abs 37.9, BH1578 lux ind -2.2, PrPC surface inh 1.4, Yp Topo-I inh 30.9, SSB-PriA inh 15.3, CCHFV vOTU inh -1.5 and Rv3671c protease 7.5.
CCOc1ccccc1NC(=O)Nc1c(C)n(-c2ccccc2)c(=O)n1C was read as 3CLpro inhibitor 3.7, MazEF act -3.8, VHR inh abs 24.7, BH1578 lux ind -0.2, PrPC surface inh -1.1, Yp Topo-I inh -5.4, SSB-PriA inh -11.2, CCHFV vOTU inh 0.3 and Rv3671c protease -1.6.
CCOC(=O)c1ccc(N2CC(O)=C(c3nc4ccccc4c(=O)[nH]3)C2=N)cc1 was read as 3CLpro inhibitor -2.3, MazEF act 16.9, VHR inh abs 12.1, PrPC surface inh 1.4, Yp Topo-I inh 5.9, SSB-PriA inh -20.8, CCHFV vOTU inh -13.4 and Rv3671c protease 8.5.
`COc1ccc(N2CC(C(=O)OCC(=O)c3cccc(OC)c3)CC2=O)cc1` (stereo unspecified) gave 3CLpro inhibitor -3.4, MazEF act 3.8, VHR inh abs -12.1, BH1578 lux ind inactive, PrPC surface inh -2.8, Yp Topo-I inh 1.0, SSB-PriA inh -18.0, CCHFV vOTU inh -8.5 and Rv3671c protease 6.4.
CCOc1cc2c3c(c1)C1(OCCO1)C(=O)N3C(C)(C)CC2C (stereo unspecified) was read as 3CLpro inhibitor -1.5, MazEF act -1.9, VHR inh abs -12.0, BH1578 lux ind -0.6, PrPC surface inh -4.8, Yp Topo-I inh -0.3, SSB-PriA inh 0.1, CCHFV vOTU inh 5.2 and Rv3671c protease 5.2.
For Cc1ccnc(NC(=O)CSc2cc(=O)n(C)c3ccccc23)c1 the results were 3CLpro inhibitor -5.3, MazEF act 6.3, VHR inh abs -7.1, BH1578 lux ind -0.2, PrPC surface inh 8.1, Yp Topo-I inh -0.5, SSB-PriA inh -1.6, CCHFV vOTU inh -6.4 and Rv3671c protease 4.6.

Compound activity (PubChem BioAssay)
